# High-throughput results (PubChem)
# RXFP1 antagonist = antagonists of human relaxin receptor RXFP1; Q9HBX9; HEK293-RXFP1, relaxin-stimulated cAMP HTRF, 30 min; hits give low values; activity change, negative = inhibition, % at 57.5 µM; 350,000 tested, 0.59% active; AID 1259400;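 active means activity change of -60% or lower, but not beyond a set lower limit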; further: on the % scale 0 is the no-effect control and ±100 the full control effect
# TRHR agonist = TRH receptor (human) agonism. 360,000 tested, 0.18% active. AID 493084. activation, % at 2 µM. TRHR cells, calcium flux fluo-8, FDSS agonist mode. P34981; further: 0% is about no effect
# Target sequence (P34981 whole entry, looked up): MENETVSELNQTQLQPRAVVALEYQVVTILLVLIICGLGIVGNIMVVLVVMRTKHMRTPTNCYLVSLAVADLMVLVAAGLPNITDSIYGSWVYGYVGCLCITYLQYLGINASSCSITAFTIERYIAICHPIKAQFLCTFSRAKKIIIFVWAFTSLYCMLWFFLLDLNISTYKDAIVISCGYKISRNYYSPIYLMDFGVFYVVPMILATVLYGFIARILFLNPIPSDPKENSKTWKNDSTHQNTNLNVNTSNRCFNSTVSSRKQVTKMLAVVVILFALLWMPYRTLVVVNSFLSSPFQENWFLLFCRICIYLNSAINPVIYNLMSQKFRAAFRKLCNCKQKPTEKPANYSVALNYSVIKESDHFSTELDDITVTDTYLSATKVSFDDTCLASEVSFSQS
#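 In this calcium-flux screen, cells bearing human TRHR are dye-loaded with fluo-8, baselined for 10 cycles, then exposed to library compounds; positive kinetic calcium responses during the agonist phase mark hits, with TRH as control.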
# TRHR PAM = TRH receptor (human) allosteric enhancement | P34981 | TRHR cells, fluo-8 calcium fluorescence, EC20 TRH enhancement | enhancement, % at 2 µM | 360,000 tested, 0.66% active | AID 493056; in the data active means enhancement above about 30%; further: 0% is about no effect
#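 TRHR-expressing cells loaded with fluo-8 calcium dye were read kinetically (ex 480/em 530) during compound addition, then stimulated with an EC20 of TRH (10 nM final). Enhancement of the Gq-mediated intracellular calcium response was scored.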
# D1 antag = blocks dopamine activation of the human D1 receptor; P21728; HEK293 TREx D1 cells, calcium flux, dopamine EC80; hits give low values; activity change, negative = inhibition, % at 10 µM; 360,000 tested, 3.2% active; in the data active means activity change below about -30%; further: on the % scale 0 is the no-effect control and ±100 the full control effect
# Target sequence (P21728 whole entry, looked up): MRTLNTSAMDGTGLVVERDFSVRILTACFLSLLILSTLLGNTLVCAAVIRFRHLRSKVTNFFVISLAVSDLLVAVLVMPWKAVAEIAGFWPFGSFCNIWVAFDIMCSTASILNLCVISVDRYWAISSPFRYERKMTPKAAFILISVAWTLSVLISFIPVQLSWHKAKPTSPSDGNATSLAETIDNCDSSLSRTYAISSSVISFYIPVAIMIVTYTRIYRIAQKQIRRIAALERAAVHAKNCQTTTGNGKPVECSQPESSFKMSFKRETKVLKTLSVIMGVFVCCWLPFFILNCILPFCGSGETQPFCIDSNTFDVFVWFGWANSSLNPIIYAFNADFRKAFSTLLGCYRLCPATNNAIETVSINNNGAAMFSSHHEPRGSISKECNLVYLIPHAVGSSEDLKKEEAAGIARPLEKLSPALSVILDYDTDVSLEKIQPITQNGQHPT
#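 Antagonism measured as reduced calcium response to an EC80 dopamine addition following 180 s compound pre-read; cells were inducible HEK293 Trex D1 plated overnight at 30 C, read kinetically at 1 cycle/sec.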
# D1 ag = activates the human D1 dopamine receptor. activation, % at 2 µM. 360,000 tested, 1% active. HEK293 T-REx D1 cells, calcium flux, agonist mode. P21728; further: 0% is about no effect
#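 Tetracycline-induced HEK293 TREx D1 cells, force-coupled to calcium signalling, were dye-loaded with a no-wash calcium kit. Compound was pin-added after a 10 s baseline. Fluorescence was read kinetically at 1 cycle/s for 180 s, with calcium rises flagged as agonism.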
# D2 potentiator = D2 dopamine receptor (human) potentiation; P14416; HEK293 T-REx D2, calcium flux, EC20 dopamine potentiation; potentiation, % at 10 µM; 340,000 tested, 0.34% active; AID 485347;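 active means potentiation over 3 SD above the plate norm, cut at about 30% in these data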; further: 0% is about no effect
#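 Using a no-wash calcium dye in inducible, force-coupled HEK293 Trex cells expressing D2, we tracked fluorescence each second for 180 s after compound, then for 180 s after EC20 dopamine to detect augmented signalling.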
# D2 antag = antagonizes the human D2 dopamine receptor. AID 485344. inhibition, % at 10 µM. HEK293 TREx D2 cells, calcium flux, dopamine EC80. 340,000 tested, 2% active; in the data active means inhibition above about 30%; further: 0% is about no effect
#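 Calcium mobilization kinetics were recorded at 1 s intervals in tetracycline-induced HEK293 T-REx D2 cells, first for 180 s after compound addition and then 180 s after EC80 dopamine.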
# D1 potentiator = potentiators of human D1 dopamine receptor | P21728 | HEK293 TREx D1 cells, calcium flux, dopamine EC20 potentiation | potentiation, % at 10 µM | 360,000 tested, 0.036% active | AID 504651; in the data active means potentiation above about 30%; further: 0% is about no effect
# D2 ag = agonists of human D2 dopamine receptor | HEK293 T-REx D2 cells, calcium flux agonist mode | activation, % at 2 µM | P14416 | 340,000 tested, 0.53% active;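 active means activation over 3 SD above normal in the single-dose calcium agonist read, cut at about 30% in these data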; further: 0% is about no effect
#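 Calcium-flux readout, 1 cycle/sec over 180 s following compound pin transfer, in inducible HEK293 Trex D2 cells (force-coupled); dopamine controls included. Positive calcium responses during this window marked compounds as potential agonists.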
# * marks the source's active call; other numbers are inactive results; . = not tested or not shown. Unless noted, no stated cut-off is given here; in the data, active means activation above about 30%; inactive means the rest.
smiles,RXFP1 antagonist,TRHR agonist,TRHR PAM,D1 antag,D1 ag,D2 potentiator,D2 antag,D1 potentiator,D2 ag
CCCCn1c(NCCO)nc2ccccc21,.,0.3,23,-9,0,11,-6,5,-0.6
Cn1c(=O)c(-c2ccccc2)c(O)c2ccccc21,3,-2.9,-2,16,2,18,-13,-2,-1.7
CCOc1cccc(C(=O)NC2=NCCS2)c1,-2,-0.7,-2,5,3,1,3,2,0.3
O=C(c1ccc(Cl)cc1)N1CCN(c2cccc3[nH]ccc23)CC1,-9,0.5,5,5,4,2,9,-2,5.9
COc1ccc(CNC(=O)CCS(=O)(=O)c2cc3c4c(c2)CCN4C(=O)CC3)cc1,.,0.1,0,17,1,-2,.,-1,0.2
COc1ccc(C(=O)OC(C)C(=O)NC(C)CCc2ccccc2)cc1OC (centres undefined),10,-1.1,4,0,0,14,-3,-2,0.1
C=CCCC(=O)Nc1ccc(COC(=O)N2CCOCC2)cc1,5,0.1,-2,7,0,7,-8,-2,0.1
Cc1ccc(N(Cc2ccc([N+](=O)[O-])cc2)C(=O)c2ccco2)cc1C,-19,-0.8,-7,10,11,-5,-7,-10,-0.5
CCOC(=O)c1c(S(=O)(=O)N2CCC(C(=O)N3CCN(c4ccccc4F)CC3)CC2)c(C)n(C)c1C,0,-0.6,1,3,-1,.,.,-2,-0.1
CCn1cc(CNC(=O)C2CCC(=O)N(CCc3cccc(F)c3)C2)cn1 (centres undefined),-4,-0.3,0,3,6,.,.,-3,.
O=C(Nc1ccccc1)C(=O)c1c[nH]c2ccccc12,-10,0.8,50*,-20,5,-2,-14,-5,0.0
Cc1cc(-c2cccnc2)c(C#N)c(SCc2cccc(F)c2)n1,9,4.1,-9,1,13,29,-13,-2,1.2
CCc1ccc(NC(=O)c2ccc3c(=O)n4c(nc3c2)CCCCC4)cc1,-14,-1.0,-2,-28,10,-1,18,-16,-0.1
CC(C)C(O)(c1ccccc1)C(CN1CCOCC1)c1ccccc1 (centres undefined),-12,-0.2,-2,7,14,4,2,0,-0.9
COCCn1cc(C(=O)c2cc(Br)ccc2O)cc(C#N)c1=O,-3,0.4,-4,-14,3,-1,2,-2,0.0

# Shown field by field: entries from further up.
> CCn1cc(CNC(=O)C2CCC(=O)N(CCc3cccc(F)c3)C2)cn1 (centres undefined)
  RXFP1 antagonist = -4; TRHR agonist = -0.3; TRHR PAM = 0; D1 antag = 3; D1 ag = 6; D2 potentiator = .; D2 antag = .; D1 potentiator = -3; D2 ag = .
> O=C(Nc1ccccc1)C(=O)c1c[nH]c2ccccc12
  RXFP1 antagonist = -10; TRHR agonist = 0.8; TRHR PAM = 50*; D1 antag = -20; D1 ag = 5; D2 potentiator = -2; D2 antag = -14; D1 potentiator = -5; D2 ag = 0.0
> Cc1cc(-c2cccnc2)c(C#N)c(SCc2cccc(F)c2)n1
  RXFP1 antagonist = 9; TRHR agonist = 4.1; TRHR PAM = -9; D1 antag = 1; D1 ag = 13; D2 potentiator = 29; D2 antag = -13; D1 potentiator = -2; D2 ag = 1.2
> CCc1ccc(NC(=O)c2ccc3c(=O)n4c(nc3c2)CCCCC4)cc1
  RXFP1 antagonist = -14; TRHR agonist = -1.0; TRHR PAM = -2; D1 antag = -28; D1 ag = 10; D2 potentiator = -1; D2 antag = 18; D1 potentiator = -16; D2 ag = -0.1

# The listing continues:
smiles,RXFP1 antagonist,TRHR agonist,TRHR PAM,D1 antag,D1 ag,D2 potentiator,D2 antag,D1 potentiator,D2 ag
CCOC(=O)c1c(N)sc(C(O)(C(F)(F)F)C(F)(F)F)c1-c1ccccc1,0,0.2,-2,-9,24,29,0,-3,1.2
CCCCCC1CC(CC(C)C(=O)Nc2nncs2)C(=O)O1 (centres undefined),1,-0.6,-5,-8,-1,10,12,-4,-0.3
Cc1cccc(NC(=O)CSc2ccc(-c3ccco3)nn2)c1,-5,-0.1,4,-8,4,1,-13,-6,-1.4
Cc1ccc(C2C(C#N)=C(N)Oc3c2oc(CO)cc3=O)o1 (centres undefined),10,-0.3,4,1,10,20,2,0,0.5
Cc1ccc(-n2c(SCC(=O)N3CCN(c4ccccn4)CC3)nnc2N2CCCC2)cc1,-5,0.4,9,8,4,9,7,.,-0.9
CCOC(=O)c1oc2ccc3c(c2c1C)C(=O)CC1(CCN(C(=O)OCC)CC1)O3,-2,0.5,2,4,3,.,7,-2,0.9
COc1ccc(S(=O)(=O)c2c(Nc3c(C)cccc3C)sc(C(=O)c3ccc(F)cc3)c2N)cc1,-10,3.0,8,9,52*,4,.,-2,0.3
COC(=O)NNC(=S)NCc1ccccc1,.,0.2,2,-6,-1,16,-8,0,0.8
COc1ccc2nc(NC(=O)NC3CCCCC3)sc2c1,-7,-0.2,2,-6,0,-13,20,-2,0.1
Cc1csc(NC(=O)CCn2c(=O)oc3ccc(Cl)cc32)n1,12,1.2,-2,5,13,11,-7,2,-1.1
COc1ccc(-c2ccc(OC)cc2C(=O)O)cc1,-11,1.5,-7,-3,3,-8,5,1,0.1
O=C(NCCC1=CCCCC1)C1CCC(=O)N(Cc2cccc(C(F)(F)F)c2)C1 (centres undefined),-16,-0.9,-11,-13,2,8,1,0,-0.1
CCN(CC)CCn1c(=O)n(-c2ccc(Cl)cc2)c(=O)c2c3c(sc21)CN(C)CC3,2,4.8,1,-2,8,.,.,-6,.
CC(=O)NC(CCS(C)(=O)=O)C(=O)Nc1c(C)cccc1C (centres undefined),2,0.4,0,11,0,5,5,0,1.9
CC(C)C(=O)NC(Nc1ccccc1F)C(Cl)(Cl)Cl (centres undefined),-5,0.3,-3,-3,-1,-6,-2,-1,0.9

smiles,RXFP1 antagonist,TRHR agonist,TRHR PAM,D1 antag,D1 ag,D2 potentiator,D2 antag,D1 potentiator,D2 ag
COc1cccc(/C=C/c2ccccn2)c1O,0,-0.7,-2,2,0,2,4,-4,0.3
Cc1cc(NS(=O)(=O)Cc2ccccc2)no1,-5,0.2,-4,-7,5,-5,11,4,-0.3
C=CCOc1ccc(/C=N/NC(=O)CC(=O)NC2CCCCC2)cc1,-15,-0.1,5,9,3,0,-6,.,0.9
O=C(c1ccccc1)C1CCc2occc2C1=O (centres undefined),-1,-0.8,-4,4,3,-4,3,-1,-0.2
O=C(Cc1ccccc1)Nc1ccc(NC(=O)c2ccc(Br)cc2)cc1,-14,0.2,2,-10,3,-8,-5,6,-0.4
CCCCCn1nnc2c(=O)oc3ccccc3c21,-28,-0.6,-1,-1,1,4,28,-5,-0.8
COc1cc(/C=C/c2ccc3c(Br)cc(Br)c(O)c3n2)ccc1O,-16,11,5,-14,14,-3,-18,-4,1.9
CC(=O)c1ccc(NC(=O)CN2CCCC2)cc1,14,0.1,-1,-8,1,.,.,-5,.
O=C(CSc1nnc(-c2cccs2)n1C1CC1)NCC1CCCO1 (centres undefined),-1,0.0,-2,.,1,-11,23,-4,2.6
COc1cc(N/N=C(\C)c2ccc(N)cc2)nc(-c2ccccc2)n1,0,-0.5,4,-7,5,-8,9,-6,-0.4
Cc1ccc(C2C(C#N)=C(N)Oc3n[nH]c(C)c32)cc1 (centres undefined),-21,-0.1,2,8,1,10,-19,-8,14
Cc1ccccc1-n1nc(C)c2c1N=C1C(Cl)=CC(Cl)=CN1C2c1ccc(C(=O)O)cc1 (centres undefined),-5,-0.9,16,-20,2,1,-21,-4,-0.9
CC(C)CC(=O)NC(=S)Nc1nc(-c2ccc(Cl)cc2)cs1,11,-0.2,-1,5,7,-2,9,-3,0.8
COc1cccc(/C=C/C(=O)OCC(=O)Nc2cccc(S(=O)(=O)N3CCCCC3)c2)c1OC,-3,-0.1,34*,-24,4,1,-3,6,-0.3
O=S1(=O)c2cccc3cccc(c23)N1Cc1ccc(-c2nnco2)cc1,4,-0.3,-4,-6,9,2,-17,-5,-1.8

smiles,RXFP1 antagonist,TRHR agonist,TRHR PAM,D1 antag,D1 ag,D2 potentiator,D2 antag,D1 potentiator,D2 ag
COc1ccc(CNC(=O)CN(C(=O)CCC(=O)Nc2nccs2)c2ccc3c(c2)OCO3)cc1,-9,0.3,8,12,5,4,28,-10,-1.0
COc1cc(SC)ccc1C(=O)OCC(=O)NCC(C)C,-6,-0.4,7,0,-4,-6,-8,0,-0.1
O=C(O)CSCC(=O)Nc1ccc(C(F)(F)F)cc1,-4,0.6,4,6,3,21,-3,4,1.8
O=S(=O)(NCc1ccccc1)c1ccc(S(=O)(=O)N2CCCC2)cc1,-13,-0.4,9,-14,2,6,2,-3,-0.2
COc1ccc(CNC(=O)Cc2nn(C)c(=O)c3ccccc23)cc1,-15,0.6,9,-23,9,18,-12,-3,1.2
CCOC(=O)N1CCC(N2CC34C=CC(O3)C(C(=O)Nc3ccc(OCC)cc3)C4C2=O)CC1 (centres undefined),11,-0.7,-5,3,1,-6,-8,-4,0.7
CCOc1ccccc1C(=O)NN1C(=O)CCC1=O,-10,0.6,-2,-5,4,-3,0,3,-7.4
Cc1cc(OCC(=O)NC2CCN(C)CC2)ccc1[N+](=O)[O-],2,1.4,12,-13,1,0,-6,-2,-0.3
CCC(=O)Nc1ccccc1Sc1ncnc2scc(-c3ccccc3)c12,-14,-3.2,20,2,-2,5,-12,2,-1.1
c1csc(-n2nc3ccccc3n2)c1,-5,0.1,-4,27,0,9,-11,-6,0.5
O=C(O)c1nn(-c2ccccc2)ccc1=O,-8,0.2,1,-7,3,6,5,9,-0.5
CC1=C(C#N)C(=O)N(C)C(C)(C)C1,-14,-0.6,1,9,1,-5,9,-3,-1.2
CCc1ccc2oc(-c3cccc(NC(=O)c4ccc(-c5cccc([N+](=O)[O-])c5)o4)c3)nc2c1,.,-0.1,-7,0,1,-10,.,-4,-0.1
CCN1CC=C2C(C#N)=C(N)C(C#N)(C#N)C(c3cc(Cl)ccc3Cl)C2C1 (centres undefined),0,3.6,-2,20,6,-11,-5,-5,2.8
Cc1ccc(C(NC(=O)N2CC(C)OC(C)C2)C(Cl)Cl)cc1F (centres undefined),12,0.9,10,4,0,4,11,1,-0.1

smiles,RXFP1 antagonist,TRHR agonist,TRHR PAM,D1 antag,D1 ag,D2 potentiator,D2 antag,D1 potentiator,D2 ag
CC(C)c1ccc(S(=O)(=O)NCc2ccc3c(c2)OCO3)cc1,13,-0.8,-3,12,0,4,.,-9,.
Cc1cc(C)c(C)c(S(=O)(=O)N2CCC(C(=O)N3CCCCCCC3)CC2)c1C,-2,-0.3,16,2,6,-14,-12,0,0.0
CCCCCCNC(=O)c1ccc(Br)o1,.,0.4,-1,-19,-4,-3,-1,-4,-0.9
O=C(N/N=C/c1ccc(OCC(=O)N2CCCCC2)cc1)c1ccccc1,-4,-2.5,4,12,4,7,18,-5,0.2
COc1ccc2[nH]cc(C(O)CN3CCN(c4ccccc4)CC3)c2c1 (centres undefined),.,3.0,-4,-1,6,-13,-6,-2,6.4
O=C1CCc2cc(S(=O)(=O)N3CCC(C(=O)NC4CCCc5ccccc54)CC3)ccc2N1 (centres undefined),.,-0.4,1,-20,2,1,5,-5,0.4
CC(=O)Nc1ccc(S(=O)(=O)N2CCC(C(=O)N[C@@H](C)C(=O)NC3CCCC3)CC2)cc1,-1,0.2,7,-2,4,-26,-14,-5,-0.1

# An unsorted share of the library; overall some 7.1% were active at least once.
